From PubChem BioAssay
TRAIL sens C8: sensitizes caspase-8 expressing cells to TRAIL | NB7+C8 cells + TRAIL, ATPlite viability luminescence | inhibition (viability loss, TRAIL sensitization), % at 10 µM | actives 1% (n = 360,000) | AID 624354;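 active = compounds causing at least 50% loss of cell viability in the single-dose screen, relative to plate controls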
TWEAK-Fn14 inh: TWEAK-Fn14 signaling inhibition; TWEAK-stimulated Fn14 reporter cells, luciferase luminescence, 8 h; inhibition, % at 10 µM; actives 2% (n = 360,000); in the data active = inhibition above about 50%
COUP-TFII inh: inhibitors of human COUP-TFII (NR2F2); HEK293T NGFI-A luciferase reporter, luminescence; inhibition, % at 8.6 µM; actives 0.7% (n = 370,000); AID 686940;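 active = inhibition above a per-plate cutoff, mean inhibition of test wells between control levels plus 3 SD, cut at about 38% in these data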;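 note: cells cotransfected with COUP-TFII expression vector driving the NGFI-A reporter; 0% = median of COUP-TF2 test wells and 100% = reporter-only cells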
SRC2 inh: human SRC2 (NCOA2) inhibition. actives 0.17% (n = 370,000). AID 651957. inhibition, % at 9 µM. Q15596. HEK293 GAL4-SRC2 luciferase reporter, luminescence;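 active = inhibition above the mean inhibition of all tested compounds plus 3 SD, set per campaign, cut at about 52% in these data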;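 note: 0% = DMSO treated cells and 100% = cells given Gossypol at 36 µM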
SRC1 inh: inhibitors of human steroid receptor coactivator 1 (SRC1); HEK293 GAL4-SRC1 luciferase reporter, luminescence; inhibition, % at 3.6 µM; actives 0.12% (n = 360,000); Q15788; AID 588354;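 active = inhibition above the campaign mean plus 3 SD, with each screening campaign given its own cutoff, cut at about 60% in these data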;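 note: 0% = DMSO treated cells and 100% = gossypol at 36 µM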
CF NFkB block: blocks PAF-induced NF-kB reporter in cystic fibrosis cells | actives 0.86% (n = 360,000) | inhibition, % at 5 µM | KKLEB NF-kB-GFP reporter, GFP fluorescence overnight | AID 588850;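 active = at least 50% inhibition at 5 µM, scaled per plate between neutral and stimulator controls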;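 note: PAF is a Pseudomonas aeruginosa culture filtrate used as stimulus; plate controls were PAF-stimulated DMSO wells for no effect and unstimulated DMSO wells for full effect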
KKLEB tox: CF airway cell cytotoxicity counter-screen. KKLEB CF airway cells viability, ATPlite luminescence, overnight; hits give low values; cells stimulated with P. aeruginosa culture filtrate. activity change (cytotoxicity), % at 5 µM. actives 0.36% (n = 360,000). AID 602141;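 active = corrected activity change at or below -50% at 5 µM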
LMP1 NFkB inh: inhibitors of Epstein-Barr LMP1-induced NF-kappaB reporter | LMP1-induced NF-kappaB luciferase reporter cells, luminescence | inhibition, % at 12.5 µM | actives 0.69% (n = 350,000) | AID 504558; in the data active = inhibition above about 41%;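 note: 0% = neutral control wells and 100% = reference inhibitor control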
LRH-1 inv ag: NR5A2 inverse agonism in reporter assay; O00482; HEK293T StAR-luciferase reporter, LRH-1 transfected, 24 h; inhibition, % at 3.6 µM; actives 0.13% (n = 360,000);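 active = inhibition above the mean inhibition of all tested compounds plus 3 SD, cut at about 73% in these data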;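 note: 0% = DMSO wells and 100% = reporter-only cells lacking LRH-1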
NCOA3 inh: inhibits human SRC3 coactivator; Q9Y6Q9; HEK293 GAL4-SRC3 luciferase reporter, luminescence; inhibition, % at 3.6 µM; actives 0.17% (n = 360,000);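 active = inhibition above a per-campaign cutoff, the mean of all compounds plus 3 SD, cut at about 60% in these data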;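 note: 0% = DMSO-treated cells and 100% = gossypol-treated cells at 36 µM; higher means less SRC3-driven luciferase light from the GAL4 reporter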
TROY NFkB inh: inhibitors of TROY-dependent NF-kB signaling; Q293 LMP1-TROYcd NF-kB luciferase reporter, 4 h; inhibition, % at 10 µM; actives 0.98% (n = 360,000); AID 1347056;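 active = compounds whose plate-normalised and pattern-corrected inhibition of the luciferase reporter signal at the single screening dose is 50% or more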
Active calls of the source: *; / = no result given.

SMILES | TRAIL sens C8 | TWEAK-Fn14 inh | COUP-TFII inh | SRC2 inh | SRC1 inh | CF NFkB block | KKLEB tox | LMP1 NFkB inh | LRH-1 inv ag | NCOA3 inh | TROY NFkB inh
COC(=O)C1=C(C)NC(C)=C(C(=O)OC)C1c1ccc2ccccc2n1 | 1 | 8 | -3 | -56 | -1 | 5 | 6 | -12 | -4 | -26 | -5
O=C(Nc1ccc(F)cc1F)NC1CC(=O)N(Cc2ccccc2)C1 (configuration not stated) | 8 | 18 | 4 | -17 | -25 | -8 | 1 | -4 | 0 | -1 | -3
CCc1ccc(-n2c(C)cc(/C=N/NC(=O)OC)c2C)cc1 | 7 | 0 | -3 | 6 | -12 | 9 | 5 | 14 | -6 | 5 | 1
Cc1csc(SC(C)C(=O)NCC2CCCCC2)n1 (configuration not stated) | 2 | 5 | -10 | -38 | -7 | 7 | 12 | 5 | 0 | -14 | 3
Cc1cc(C)c(S(=O)(=O)NC2CC3CCC2C3)c(C)c1 (configuration not stated) | -13 | 20 | 11 | -1 | -8 | -14 | 3 | -1 | -5 | -4 | 12
CCSc1nc2sc3c(c2c(=O)n1-c1ccc(C)cc1)CCN(C)C3 | -7 | -34 | 16 | 3 | -4 | -6 | 1 | -6 | 9 | -2 | 6
COc1ccc(C(C#N)Nc2ccccc2OC)cc1 (configuration not stated) | -2 | 0 | 11 | 11 | -14 | 3 | -4 | 3 | -4 | -4 | -16
COc1ccc(-n2c(Cc3cccn3C)nnc2SCC(=O)N2CCC(C)CC2)cc1 | 6 | 15 | -1 | -52 | 1 | -10 | -9 | -3 | 1 | 10 | -11
CC1CCN(C(=O)CSc2nnc(CNC(=O)COc3ccc(Cl)cc3)o2)CC1 | -6 | -7 | -5 | 9 | -17 | -12 | 6 | 1 | 14 | -17 | 9
CCOC(=O)C1CCCN(C(=O)c2ccc(S(=O)(=O)N3CCCC3)cc2)C1 (configuration not stated) | -2 | -4 | 12 | 4 | -10 | 3 | 4 | -3 | -5 | 1 | -24
COc1cccc(NC(=O)CCC2CCN(C(=O)c3scnc3C)CC2)c1 | -4 | -12 | 4 | 9 | -14 | 12 | 10 | 2 | 20 | -8 | 9
CCOC(=O)C1CCCN(C(=O)c2ccc3c(c2)N(C)C(=O)/C(=C/c2ccccc2Cl)S3)C1 (configuration not stated) | 7 | 48 | 22 | 36 | -2 | 20 | -14 | 7 | -5 | 18 | 38
Cc1nccn1S(=O)(=O)c1cc([N+](=O)[O-])ccc1Cl | -12 | 6 | -2 | 1 | 6 | -9 | 1 | -3 | 6 | 14 | 0
Cc1ccc(S(=O)(=O)NCc2ccncc2)cc1C(=O)NCC(C)C | 1 | 3 | 20 | 28 | -2 | -5 | 0 | 3 | 9 | -9 | 7
CC(C)CC1NC(=O)N(CCCCN2C(=O)c3ccccc3C2=O)C1=O (configuration not stated) | 4 | -10 | 10 | 6 | 3 | 6 | -7 | 4 | 14 | -13 | -8
C=CCOc1cccc(C2c3c(oc4ccccc4c3=O)C(=O)N2c2ccccn2)c1 (configuration not stated) | 9 | -11 | -7 | 14 | 4 | -9 | 0 | -34 | -17 | -34 | -12
CCOc1ccc(-c2nc(-c3cccnc3)no2)cc1 | 58* | 67* | -43 | -72 | -86 | -22 | -5 | 3 | -172 | -73 | 0
CCOc1ccccc1-n1ccn(CC(=O)Nc2ccc(Br)cc2F)c(=O)c1=O | 4 | -1 | -1 | -3 | -9 | 2 | 2 | 5 | 10 | 2 | 4
CCc1ccc(OCC(=O)NC(=S)Nc2ccc(C(C)=O)cc2)c(Br)c1 | -8 | 0 | -13 | -8 | -15 | -7 | 15 | -1 | -20 | 11 | -7
COC(=O)C1(C)NC(c2ccccc2C)C2C(=O)N(c3ccc(F)cc3)C(=O)C21 (configuration not stated) | -4 | 15 | -12 | -18 | 0 | -10 | -6 | 6 | 1 | 0 | 12
COc1cc(Cl)ccc1OCc1cc(C(=O)NC(C)Cc2cccnc2)no1 (configuration not stated) | 14 | -8 | -29 | -37 | -24 | -13 | 17 | -22 | -67 | -24 | -40
O=C(CSc1nnnn1-c1ccc2c(c1)OCO2)NCc1cccs1 | -8 | -20 | 11 | -24 | -10 | 17 | -4 | -1 | 5 | -18 | -13
COc1cc([N+](=O)[O-])ccc1NC(=O)NCc1ccco1 | 7 | 1 | -9 | -4 | -26 | 3 | 8 | 3 | 7 | 0 | -16
O=C(OCC1OC2C(Oc3nc(=O)ccn32)C1O)c1ccccc1 (configuration not stated) | -2 | -7 | -6 | -15 | 7 | -20 | 9 | 7 | -6 | -13 | -5
O=c1[nH]c2cc3c(cc2cc1C(c1nnnn1CC1CCCO1)N1CCCC1)OCO3 (configuration not stated) | -10 | 0 | 4 | -8 | 5 | 9 | 0 | 2 | 5 | -1 | -4
CCc1ccccc1NC(=O)CN(C)Cc1c(O)ccc2ccccc12 | -4 | 22 | 18 | 7 | -16 | 16 | 11 | -8 | 15 | 14 | 19
CC(C(=O)N1CCN(Cc2ccccc2)CC1)c1ccc([N+](=O)[O-])cc1 (configuration not stated) | -29 | -3 | -5 | -6 | -20 | 7 | -9 | 8 | -5 | 14 | 6
CCOc1cc(-c2nnc(NC(=O)C3=COCCO3)o2)cc(OCC)c1OCC | 1 | -30 | 4 | 6 | -19 | -4 | -14 | -2 | -9 | -9 | 11
CS(=O)(=O)Nc1ccc(S(=O)(=O)NC2CCCCC2)cc1 | 0 | 2 | -1 | 4 | -7 | 14 | -19 | 0 | 2 | -2 | 16
Cc1ccc(/C=C2/CCc3c([nH]c4ccccc34)C2=O)cc1 | 27 | 37 | -60 | -22 | -151 | -10 | -20 | -63 | -114 | -107 | 17

New compounds follow:
Values in the order: TRAIL sens C8, TWEAK-Fn14 inh, COUP-TFII inh, SRC2 inh, SRC1 inh, CF NFkB block, KKLEB tox, LMP1 NFkB inh, LRH-1 inv ag, NCOA3 inh, TROY NFkB inh
Nc1cccc(NC(=O)CN2CCOCC2)c1
    8, 2, 0, -11, -8, 1, 3, -6, 2, 4, 22
CCc1ccc(Nc2c([N+](=O)[O-])c(=O)oc3ccccc23)cc1
    17, 11, 10, 14, -19, 23, -19, -2, 8, 0, 38
Cc1ccc(S(=O)(=O)N2CCOCC2)cc1C(=O)Nc1c(C)n(C)n(-c2ccccc2)c1=O
    2, 7, 6, -26, 11, -16, 1, 0, 12, -1, 9
COc1ccc(C(CNC(=O)c2ccc(S(=O)(=O)N3CCCC3)cc2)N(C)C)cc1OC (configuration not stated)
    -1, -6, 8, 3, -9, -12, 11, 6, -22, 6, -37
C=CCN(C(=O)c1csnn1)C(C(=O)NCc1ccc(F)cc1)c1sccc1C (configuration not stated)
    -11, 22, 0, 1, -6, 1, 6, -2, -4, 2, -3
Cc1cccc(-c2nc(NCCN(C)C)c3ccccc3n2)c1
    -10, -37, -22, -27, -2, -12, -3, -1, 18, 7, -7
Cc1ccc(CC(=O)Nc2cc([N+](=O)[O-])ccc2F)cc1
    7, -11, 18, -11, 5, 1, 4, 5, -3, 8, 21
O=S(=O)(Nc1ccccc1)c1ccc(-c2csnn2)cc1
    -10, 13, -1, -5, 4, -14, -10, -2, 15, 20, 16
CC(C)COC(=O)N(C)C[C@H]1OCc2cnnn2CCCC(=O)N([C@H](C)CO)C[C@@H]1C
    13, 15, 0, 6, -10, 11, -7, -4, 11, 0, -13
CNC(=S)N/N=C/c1c(C)nn(-c2ccc(F)cc2)c1Cl
    -1, -11, -19, -8, -6, -26, -2, -7, -27, -9, -67
Cc1ccccc1Nc1nc(N)nc(COC(=O)CC2CC3CCC2C3)n1 (configuration not stated)
    23, -53, 3, 0, 3, 34, -9, -7, -8, 8, -4
O=C(Nc1ccon1)C12CC3CC(C1)CC(n1cnc([N+](=O)[O-])n1)(C3)C2
    1, 17, -6, -3, 11, 9, 8, -3, -2, 2, -16
COc1ccccc1N1CCN(Cc2cc(=O)oc3cc(C)cc(C)c23)CC1
    7, 5, 8, -35, 11, 10, -19, /, 0, 2, 12
CSc1ccc(CNC(=O)C2(C)CCCN2C)cc1 (configuration not stated)
    -8, 4, 22, -11, -5, 22, 5, /, 1, -12, 7
Cc1ccc(C23CC4CC(CC(C(=O)OCC(=O)NC5CCS(=O)(=O)C5)(C4)C2)C3)cc1 (configuration not stated)
    -6, -6, 10, 7, 2, 20, 0, 4, -9, 12, 20
C=CCNc1nc(N)c(C(=C(C#N)C#N)c2ccccc2)s1
    -3, 18, -12, 5, -4, -2, -1, -6, 33, 8, 9
Cc1cccc(NC(=O)c2cccc(S(=O)(=O)N3CCc4ccccc4C3)c2)n1
    -2, -3, -5, -7, -6, -2, 0, 6, -5, 3, 20
Cc1cc2nc(-c3ccncc3)cc(C(F)(F)F)n2n1
    -1, -3, 6, -3, -3, 15, 12, 2, -4, -2, -11
COCCOC(=O)C1=C(C)Nc2ncnn2C1c1ccco1 (configuration not stated)
    -18, -15, 11, 0, -9, 0, -2, -3, 0, 9, 8
Cc1cc(OCC(=O)NC2CC(C)(C)NC(C)(C)C2)c2c(C)c(C)c(=O)oc2c1
    6, 18, -12, -20, 5, -52, 11, -7, 17, 2, -28
COc1ccc(C(CNC(=O)c2oc3ccc(C)cc3c2C)N2CCCCC2)cc1 (configuration not stated)
    26, -8, 4, -4, 0, 28, -9, -51, -32, -5, -33
COCCn1c(=NC(=O)/C=C/c2ccccc2Cl)sc2cc(NC(C)=O)ccc21
    -2, -22, 5, 7, -5, -8, 9, 11, 20, 1, -14
CCO[C@@H]1OC(C(=O)N2CCN(Cc3ccc4c(c3)OCO4)CC2)=C[C@H](c2cn(C(C)=O)c3ccccc23)[C@H]1CCCO
    18, 7, 11, 6, -20, -26, -22, 8, -6, 0, -2
COc1ccccc1-c1nnc(NC(=O)c2ccc3ncsc3c2)o1
    0, -8, 0, -38, -56, -1, 3, -21, -68, -28, -28
CCNC(=O)COC(=O)c1cc(C)nc2ccccc12
    -19, -10, 6, 2, 2, 5, -8, -1, -6, 2, -9

An excerpt from above in order of the CF NFkB block value, rising:
Molecule	CF NFkB block
C=CCNc1nc(N)c(C(=C(C#N)C#N)c2ccccc2)s1	-2
COCCOC(=O)C1=C(C)Nc2ncnn2C1c1ccco1 (configuration not stated)	0
CCNC(=O)COC(=O)c1cc(C)nc2ccccc12	5
Cc1cc2nc(-c3ccncc3)cc(C(F)(F)F)n2n1	15

Ordered by length of the SMILES (rising): some entries from above
Values in the order: TRAIL sens C8, TWEAK-Fn14 inh, COUP-TFII inh, SRC2 inh, SRC1 inh, CF NFkB block, KKLEB tox, LMP1 NFkB inh, LRH-1 inv ag, NCOA3 inh, TROY NFkB inh
COCCOC(=O)C1=C(C)Nc2ncnn2C1c1ccco1 (configuration not stated)
    -18, -15, 11, 0, -9, 0, -2, -3, 0, 9, 8
COc1ccccc1-c1nnc(NC(=O)c2ccc3ncsc3c2)o1
    0, -8, 0, -38, -56, -1, 3, -21, -68, -28, -28
Cc1cc(OCC(=O)NC2CC(C)(C)NC(C)(C)C2)c2c(C)c(C)c(=O)oc2c1
    6, 18, -12, -20, 5, -52, 11, -7, 17, 2, -28
CCO[C@@H]1OC(C(=O)N2CCN(Cc3ccc4c(c3)OCO4)CC2)=C[C@H](c2cn(C(C)=O)c3ccccc23)[C@H]1CCCO
    18, 7, 11, 6, -20, -26, -22, 8, -6, 0, -2

Rows were taken by chance. About 4.2% of those tested had a hit in this group.
